E coli WT exp: growth inhibitors of E. coli BW25113 wild type. OD600 absorbance. growth inhibition, % at 100 µM. hit rate 0.15% among 98,000;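 active = growth inhibition above about 50% at one test dose, limit read from the data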;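 also: growth measured after 20 h incubation at 37 °C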
Mac1 fbg inh: inhibitors of human CD11b/CD18 binding to fibrinogen | hit rate 0.54% among 93,000 | P05107+P11215 | K562 CD11b/CD18 adhesion to fibrinogen, ATPlite luminescence; Mn2+ added to activate the integrin | inhibition, % at 10 µM;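 active = primary inhibition of 50% or more at 10 µM, then 40% or more on retest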; also: some results filed as inactive read as strong as hits
PostGolgi yeast: growth inhibition of a yeast mutant, post-Golgi transport screen; post-Golgi transport phenotypic cell assay; inhibition, % at 10 µM; hit rate 0.9% among 98,000; AID 739;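 also: yeast cells grown in 1536-well plates; yeast grown about 18 h at 30C before absorbance read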
PLAP act: activates human placental alkaline phosphatase; purified PLAP enzyme, luminescent substrate read-out; active compounds read high; activation fold at 20 µM; hit rate 1.2% among 96,000; AID 696; in the data active = activation fold above about 2
sEH inhibitor: inhibitors of human soluble epoxide hydrolase; hit rate 0.34% among 91,000; inhibition, % at 2 µM; recombinant human sEH enzymatic activity assay; P34913; in the data active = inhibition above about 80%; also: values of inactives mirror those of a sister screen read the other way; many of its hits are not listed in these tables
Target sequence (P34913 whole entry, looked up): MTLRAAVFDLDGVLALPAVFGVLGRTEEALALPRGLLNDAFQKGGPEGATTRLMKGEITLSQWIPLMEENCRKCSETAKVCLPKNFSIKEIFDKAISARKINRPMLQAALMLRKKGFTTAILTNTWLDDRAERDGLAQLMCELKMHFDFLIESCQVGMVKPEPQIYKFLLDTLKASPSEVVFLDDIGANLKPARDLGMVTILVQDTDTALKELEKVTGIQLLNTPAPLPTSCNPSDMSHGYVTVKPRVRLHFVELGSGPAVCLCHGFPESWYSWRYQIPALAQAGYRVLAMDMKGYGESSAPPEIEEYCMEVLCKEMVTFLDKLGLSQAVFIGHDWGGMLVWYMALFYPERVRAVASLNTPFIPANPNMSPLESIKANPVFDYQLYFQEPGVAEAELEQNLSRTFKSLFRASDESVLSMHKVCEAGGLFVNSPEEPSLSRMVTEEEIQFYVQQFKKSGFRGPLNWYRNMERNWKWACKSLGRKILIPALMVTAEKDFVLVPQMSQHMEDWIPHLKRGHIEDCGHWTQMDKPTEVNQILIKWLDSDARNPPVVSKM
S1P2 agonist: agonists of human S1P2 receptor; O95136; S1P2-expressing cell line, agonist reporter read-out; activation, % at 4.5 µM; hit rate 0.46% among 97,000; in the data active = activation above about 16%;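 also: 0% = vehicle low control and 100% = maximal reference agonist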
Target sequence (O95136 whole entry, looked up): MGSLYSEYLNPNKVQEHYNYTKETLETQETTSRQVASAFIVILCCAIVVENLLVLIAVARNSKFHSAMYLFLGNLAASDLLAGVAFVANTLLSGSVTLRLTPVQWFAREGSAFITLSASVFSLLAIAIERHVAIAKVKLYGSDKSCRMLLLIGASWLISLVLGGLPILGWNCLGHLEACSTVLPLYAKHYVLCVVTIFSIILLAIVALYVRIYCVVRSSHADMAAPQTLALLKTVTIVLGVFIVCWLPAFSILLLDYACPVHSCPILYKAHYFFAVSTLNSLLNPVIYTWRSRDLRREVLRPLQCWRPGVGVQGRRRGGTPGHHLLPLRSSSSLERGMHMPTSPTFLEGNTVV
S1P2 antag: blocks the human S1P2 receptor; O95136; cell-based S1P2 antagonist assay, inhibition at 5 uM; inhibition, % at 5 µM; hit rate 0.21% among 97,000; in the data active = inhibition above about 45%;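 also: CRE beta-lactamase reporter cells expressing human S1P2 stimulated with S1P; 0% = agonist at EC80 alone and 100% = agonist plus reference antagonist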
PostGolgi ctrl: growth of the yeast control strain, post-Golgi counter-screen; efflux-deficient yeast background strain, growth absorbance A615, 16 h; inhibition, % at 10 µM; hit rate 5% among 98,000; AID 738
sEH activator: activators of human soluble epoxide hydrolase | P34913 | purified human sEH enzymatic activity, activator screen | activation, % at 2 µM | hit rate 0.04% among 91,000; in the data active = activation above about 37%; also: values of inactives mirror those of a sister screen read the other way
Starred values were filed as active, the others as inactive; . = not tested or not shown. Rule as the data show it, unless noted: active = inhibition above about 30%; inactive = the rest. Rows were taken by chance; about 7.1% have a hit in one of these screens.

SMILES	E coli WT exp	Mac1 fbg inh	PostGolgi yeast	PLAP act	sEH inhibitor	S1P2 agonist	S1P2 antag	PostGolgi ctrl	sEH activator
C#CCOC(=O)c1ccc(-n2cncn2)nc1	5	26	-1	1	1	-2	6	3	-4
O=C(Nc1ccccc1)N1CCSCC1	1	3	3	1.1	-9	-7	-2	6	6
CCOc1ccccc1-n1c(SCC(N)=O)nnc1-c1ccc(O)cc1	11	9	-4	1	-2	-6	0	15	1
COc1ccc(NC(=O)c2cc3ccccn3n2)cc1	12	0	-4	0.7	-26	-3	15	-5	22
O=C(CSc1nnc2sc3ccccc3n12)N1CCN(c2ccccc2)CC1	-1	-14	-8	0.9	-6	-4	0	-1	8
COc1ccc(-c2noc(CCC(=O)NCCCN3CCC(C)CC3)n2)cc1	0	-4	6	1	3	-4	-10	-4	-4
Cc1cccc(N(CC(=O)NC2CCCCC2)C(=O)c2c(C)noc2C)c1	-1	-4	-2	1.3	-3	-3	-8	-2	4
CNC(=O)c1ccc(-c2ccccc2)s1	4	6	0	0.8	6	-4	11	17	-6
O=C(C1CC1)N(CCN(C(=O)C1CC1)c1ccccc1)c1ccccc1	3	.	-1	1.3	-4	-7	25	11	8
C#CCSc1nccc(-c2nn(-c3ccc(C)cc3)ccc2=O)n1	-5	3	26	1.2	2	-5	-31	14	-1
CC(C)C[C@H](NC(=O)OC(C)(C)C)c1nnc(SCc2cccc(F)c2)o1	-4	-5	-12	1.2	3	0	-20	3	-3
O=C(Nc1ccc2nc(-c3ccc(Br)o3)[nH]c2c1)c1ccco1	-11	.	0	0.9	-1	-4	6	-8	-2
CCCS(=O)(=O)N1CCCC(c2nc(-c3ccc(OC)cc3)no2)C1 (stereo not drawn)	-7	5	19	0.9	0	-2	15	20	-2
CN(C)c1ccc(/C=C/C(O)=C2/C(=O)N(C)C3(C)CC2c2ccccc2O3)cc1 (stereo not drawn)	-7	.	8	1.2	-17	-2	69*	7	11
Cc1cccc(C)c1OCCCCc1c(C)n[nH]c1C	5	22	-3	1.2	2	-4	-7	20	4
COc1ccc(C(=O)Oc2cccnc2)cc1	0	-27	-4	0.9	0	-3	4	0	-6
CCc1nc(C)cn1S(=O)(=O)c1cc(OC)c(C)cc1C	1	51*	0	1.2	-3	-4	4	12	2
Cc1ccc(O)c(C(=O)c2cnn(C(=O)Cc3csc(C)n3)c2)c1	14	-3	1	1.8	.	.	.	-5	.
COc1cc2[nH]c3c(=O)n(CCN4CCCCC4)cnc3c2cc1OC	-1	-13	4	1.6	.	-3	12	0	.
COc1ccc(N(CC(=O)Nc2cccc(C)c2)S(=O)(=O)c2c(C)n[nH]c2C)cc1	6	.	5	1.9	.	-1	10	-6	.
CCOC(=O)Nc1ccc(C(=O)NCC2CCCO2)cc1 (stereo not drawn)	-4	.	-9	1	2	-7	13	-2	-4
COc1ccc(C2SCC(=O)N2c2c(C)n(C)n(-c3ccccc3)c2=O)c(OC)c1 (stereo not drawn)	-2	.	4	1.4	.	-6	8	0	.
Cc1nc2sc(C(c3cccc(F)c3)N3CCOCC3)c(O)n2n1 (stereo not drawn)	-1	-18	-4	0.9	8	-3	-5	1	-8
COc1ccc(NC(=O)CSc2nc3c(c(=O)n2-c2ccc(F)cc2)SCC3)cc1	-13	-10	-8	1.1	-1	-5	9	9	1
CN1C(=O)c2cccc(NCCCCCCN3C(=O)c4ccccc4C3=O)c2C1=O	-12	-1	-8	1	-6	-4	-23	1	6
O=C(Nc1cccnc1)c1cc(-c2cccnc2)nc2ccc(Br)cc12	9	4	-2	1	4	-6	4	4	-6
Cc1ccc2nc(SCC(=O)O)nc(C)c2c1	1	12	6	1	-4	-7	12	-6	1
COn1c(SCc2ccc(C)cc2C)nc2ccccc2c1=O	-3	.	-8	1	0	-9	-9	15	3
CN1C(=O)CSc2ccc(NC(=O)N3CCc4ccccc43)cc21	-4	-5	-3	1.1	2	-2	0	4	-1
Cc1c(C)[n+](=O)c(-c2ccco2)c(C)n1[O-]	0	-10	-1	1.1	-8	-9	17	31*	7
COc1ccc2cc(C(c3nnnn3CCc3ccccc3)N3CCCC(C)C3)c(=O)[nH]c2c1 (stereo not drawn)	-7	12	14	1.3	5	-3	5	14	-6
COc1ccc(-n2c(SCC(=O)Nc3ccccc3)nnc2-c2ccoc2C)cc1	.	.	.	.	-7	-4	-7	.	8
CCCCNc1c2c(nc3c(-c4ccccc4)c(C)nn13)CCC2	-13	-5	4	1.1	-12	1	-12	16	10
O=c1[nH]c2ccsc2c(=O)n1-c1ccc(F)cc1	6	5	8	1.1	.	-4	-7	0	.
CC(C)C12CN3CC(C(C)C)(CN(C1)C3c1ccccc1)C2O (stereo not drawn)	-3	-9	6	1.1	-40	-4	-7	-6	39*
CCOC(=O)C1CCN(Cc2cn[nH]c2-c2ccc(C)cc2)CC1	11	22	17	1.4	.	-2	4	-10	.
Cc1ccc(N2CCN(C(=O)N3CCCC3)CC2)cc1Cl	7	9	2	1.2	-7	-4	-9	-1	7
COc1ccc(Cn2c(=O)sc3ccccc32)cc1	4	-13	1	0.9	.	-8	14	6	.
COc1cc(C(C(=O)NC(C)(C)C)N(C(=O)CNC(=O)c2cccs2)c2ccccc2)cc(OC)c1OC (stereo not drawn)	-12	-8	-2	1.2	-12	-2	12	9	13
CC(C)C(=O)NCCc1nc2ccccc2n1CCCOc1ccc(Cl)cc1	4	.	2	1.6	0	-1	7	24	1
C1CCN=C(Nc2nn[nH]n2)CC1	-3	-14	1	0.8	8	-3	8	1	-9
CCCN1C2CCCC1CC(NC(=O)C1CCCCC1)C2 (stereo not drawn)	.	.	.	.	0	-6	-19	.	0
CCN(CC)S(=O)(=O)c1ccc(NC(=O)c2c(-c3ccccc3)noc2C)cc1	-17	-3	-1	1	.	.	.	23	.
CCC(CC)C1C(C#N)=C(N)Oc2n[nH]c(C)c21 (stereo not drawn)	9	-2	-1	2.1*	28	-1	2	3	-27
O=C1CSc2ccc(C(=O)N3CCN(c4ccccn4)CC3)cc2N1	0	2	21	1.1	.	-4	18	7	.
O=C(O)CCC(=O)c1ccc2c(c1)OCCO2	0	-9	1	1	.	-4	-7	0	.
CCOc1cc(C(=O)Nc2cc(=O)n(C)c(=O)n2C)cc(OCC)c1OCC	3	17	15	1.3	0	-3	-14	12	0
CCN1C(=O)C2(Nc3ccccc3-c3nc4ccccc4n32)c2cc(OC)ccc21 (stereo not drawn)	-9	14	9	0.9	4	-1	7	7	-4
COC(=O)Cn1c(CCS(=O)(=O)c2ccc(C)c(C)c2)nc2ccccc21	0	-23	-1	0.9	.	.	.	26	.
CCn1c(CNc2ccc(F)cc2)nnc1SCC(=O)OC1CCCCC1	13	7	0	1.2	-4	-4	4	9	3

The listing continues:
SMILES	E coli WT exp	Mac1 fbg inh	PostGolgi yeast	PLAP act	sEH inhibitor	S1P2 agonist	S1P2 antag	PostGolgi ctrl	sEH activator
O=C(O)CSC1c2ccccc2C(=O)N1c1ccccc1 (stereo not drawn)	4	-9	10	0.9	2	-1	6	3	0
Cc1cccc(-n2c(SCC(=O)Nc3nnc(C)s3)nnc2-c2ccoc2C)c1	2	-4	4	1.4	4	10	-38	3	-4
C=CCN(CC=C)C(=S)NC(=O)c1ccc(-c2ccccc2)cc1	6	0	25	1	-16	0	-13	7	18
O=C(c1ccccc1)N1CCC(O)(c2ccc3c(c2)OCO3)CC1	.	.	.	.	33	-1	-9	.	-32
CN(C)c1ccc(CNC(=O)c2ccc(CNc3c(N4CCCCC4)c(=O)c3=O)cc2)cc1	-4	6	-2	0.7	.	0	3	10	.
O=C(NCc1cccs1)c1noc2c1CCCCC2	-2	-13	11	1	.	.	.	6	.
CCOc1cc(-c2c(C)c(C)nc(N)c2C#N)ccc1O	-9	.	-7	.	8	-5	-22	7	-3
COCCCN1Cc2cccc(C(=O)O)c2C1=O	10	13	1	1.1	-5	.	.	-8	10
c1ccc(-c2cc3c(ccc4nonc43)nn2)cc1	-1	4	-1	1.1	-10	-12	2	10	8
Cc1cc(C)c(OCC(=O)Nc2cccc(O)c2)cc1C	-6	-6	0	0.9	2	-5	5	14	-2
COc1ccc(C(=O)c2cc3ccc(O)cc3oc2=O)cc1	-2	6	-8	0.8	-4	-4	-34	3	2
Nc1ccc2oc(-c3cccc4ccccc34)nc2c1	18	4	-6	0.9	21	-10	17	13	-20
CCS(=O)(=O)c1ccc2oc(Nc3ccccc3C)nc2c1	6	-13	-1	1.3	-8	-2	14	2	9
Cc1cccc(OCCn2c(NC(=O)c3ccco3)nc3ccccc32)c1	-6	5	3	0.9	-2	-5	-9	51*	4
CCS(=O)(=O)NCC(c1cccnc1)N1CCN(c2ccccc2)CC1 (stereo not drawn)	-5	-16	-4	1.1	5	-4	14	-12	-7
COc1ccc(/C=c2\sc3nc(-c4ccccc4)c(-c4ccccc4)n3c2=O)cc1OC	-31	-13	-4	1.1	-9	22*	-3	10	8
CCOc1ccc(NC(=O)CSc2nc(C)c3c(c2C#N)CCCC3)cc1	-4	10	-8	0.9	19	-5	-16	2	-16
Cc1ccc(S(=O)(=O)N2CCC(C(=O)N3CCN(Cc4ccccc4)CC3)CC2)cc1	-1	-2	0	1.4	.	.	.	24	.
O=C(CSc1nnc(-c2ccccc2Br)o1)N1CCc2ccccc2C1	-20	1	-11	1.1	.	.	.	2	.
O=C(CN1CC(=O)Oc2ccccc21)OCC(=O)c1cccc(Br)c1	0	-18	-1	1.5	-4	-5	4	19	7

Three structures already listed, sorted by SMILES length, descending:
SMILES	E coli WT exp	Mac1 fbg inh	PostGolgi yeast	PLAP act	sEH inhibitor	S1P2 agonist	S1P2 antag	PostGolgi ctrl	sEH activator
O=C(CN1CC(=O)Oc2ccccc21)OCC(=O)c1cccc(Br)c1	0	-18	-1	1.5	-4	-5	4	19	7
Cc1cccc(C)c1OCCCCc1c(C)n[nH]c1C	5	22	-3	1.2	2	-4	-7	20	4
C1CCN=C(Nc2nn[nH]n2)CC1	-3	-14	1	0.8	8	-3	8	1	-9

The list continues:
SMILES	E coli WT exp	Mac1 fbg inh	PostGolgi yeast	PLAP act	sEH inhibitor	S1P2 agonist	S1P2 antag	PostGolgi ctrl	sEH activator
CCc1cc2cccc(C)c2nc1SCC(=O)c1ccc(NC(C)=O)cc1	-5	-1	-2	1	4	-3	6	17	-3
CCOc1ccc(N(CC(=O)NC2CCCCCC2)S(=O)(=O)c2c(C)[nH]c(=O)[nH]c2=O)cc1	-3	-11	-3	1.3	9	-3	16	6	-8
COc1ccc2c(Cl)c(-c3nnc(SCC(N)=O)n3C)sc2c1	5	1	-1	1.1	.	0	-4	4	.
COc1ccc(OCC(O)Cn2c(=N)n(Cc3ccccc3)c3ccccc32)cc1 (stereo not drawn)	25	-10	1	8	-18	-10	46	-4	21
Cc1ccc(-n2ncc3c(=O)[nH]c(SC(C)C)nc32)cc1	-13	-4	-10	1.2	-9	1	-27	12	8
O=C(O)c1ccccc1OCCOCCOc1ccccc1C(=O)O	2	3	3	1.9	14	-2	2	-17	-12
CCOC(=O)c1cc2sccc2n1CC(=O)N1CCCC1	1	-4	-4	1.1	-14	2	-11	14	13
O=C(Nc1ccc(NC(=O)c2cccs2)cc1)c1ccc(Br)o1	-11	-44	-5	0.9	8	7	-15	6	-6
COc1ccc(-c2nnc(SCC(=O)c3[nH]c(C)c(C(C)=O)c3C)o2)cc1	-15	-8	-7	1.1	3	-3	-25	6	-2
c1ccc(N(c2ccccc2)c2nc(-n3ccnc3)nc(-n3ccnc3)n2)cc1	-4	4	100*	0.9	-11	11	-23	104*	10
COc1ccc(Nc2nnc(C)c(=O)[nH]2)cc1	3	-20	-3	0.8	-2	-3	-13	4	0
Cc1nc2c(C#N)c(C)[nH]n2c(=O)c1Cc1ccccc1	-14	.	10	1.2	3	-2	7	37*	-4
O=C(CSc1nc(-c2cccs2)cc(C(F)(F)F)n1)NCc1ccco1	-12	-15	0	1	14	0	-24	30	-11
COc1cccc(N(C(=O)c2ccco2)c2nc(-c3sc(NC(=O)c4ccco4)nc3C)cs2)c1	-16	.	-3	1.1	12	-3	5	14	-7

Laid out differently: entries from further up
Fields – E coli WT exp | Mac1 fbg inh | PostGolgi yeast | PLAP act | sEH inhibitor | S1P2 agonist | S1P2 antag | PostGolgi ctrl | sEH activator
> COc1ccc(Nc2nnc(C)c(=O)[nH]2)cc1
  3 | -20 | -3 | 0.8 | -2 | -3 | -13 | 4 | 0
> Cc1nc2c(C#N)c(C)[nH]n2c(=O)c1Cc1ccccc1
  -14 | . | 10 | 1.2 | 3 | -2 | 7 | 37* | -4
> O=C(CSc1nc(-c2cccs2)cc(C(F)(F)F)n1)NCc1ccco1
  -12 | -15 | 0 | 1 | 14 | 0 | -24 | 30 | -11
